Screening results: PubChem BioAssay, Icahn School of Medicine at Mount Sinai
RBX1-CUL1 inh = inhibitors of human ROC1-CUL1 ubiquitin ligase activity; E3 ubiquitin-protein ligase RBX1 (Homo sapiens) + Cullin-1 (Homo sapiens), P62877+Q13616; in vitro K48 di-Ub FRET, acceptor:donor ratio, 45 min; inhibition, % at 10 µM; hit rate 0.6% among 140,000; in the data active = inhibition above about 25%
Target sequence (P62877 whole entry, looked up): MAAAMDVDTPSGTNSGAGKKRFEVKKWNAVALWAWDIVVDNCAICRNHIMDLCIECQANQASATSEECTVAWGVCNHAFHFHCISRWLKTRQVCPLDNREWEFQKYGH
Target sequence (Q13616 whole entry, looked up): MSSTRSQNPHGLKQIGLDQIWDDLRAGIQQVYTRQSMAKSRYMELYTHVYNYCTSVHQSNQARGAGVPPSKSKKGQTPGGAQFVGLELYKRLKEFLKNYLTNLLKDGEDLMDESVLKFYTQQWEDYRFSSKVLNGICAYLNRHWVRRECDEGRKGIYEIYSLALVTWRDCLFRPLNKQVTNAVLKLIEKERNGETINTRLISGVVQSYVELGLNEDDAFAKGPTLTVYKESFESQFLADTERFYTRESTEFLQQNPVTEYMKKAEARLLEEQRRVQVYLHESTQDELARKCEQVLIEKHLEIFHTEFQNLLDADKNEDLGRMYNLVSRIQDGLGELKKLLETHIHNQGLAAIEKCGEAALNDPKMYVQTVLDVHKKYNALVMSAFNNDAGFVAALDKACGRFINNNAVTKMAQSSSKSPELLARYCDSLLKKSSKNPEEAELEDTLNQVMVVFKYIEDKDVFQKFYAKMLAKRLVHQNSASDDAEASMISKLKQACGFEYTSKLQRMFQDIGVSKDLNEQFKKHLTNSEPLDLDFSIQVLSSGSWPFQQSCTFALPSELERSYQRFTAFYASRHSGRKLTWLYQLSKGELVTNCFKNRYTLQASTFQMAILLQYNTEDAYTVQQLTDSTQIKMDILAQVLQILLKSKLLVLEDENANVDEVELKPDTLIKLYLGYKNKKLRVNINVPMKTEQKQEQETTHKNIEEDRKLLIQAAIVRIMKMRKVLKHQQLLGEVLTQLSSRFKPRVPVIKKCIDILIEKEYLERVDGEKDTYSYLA
Active calls of the source: *.

Screening CC(C)Oc1ccc(CNC(=O)Cc2ccc(NC(=O)N3CCSc4ncccc43)cc2)cc1 returned RBX1-CUL1 inh -3.
`CSc1ccc(CNc2ccccc2)cc1` gave RBX1-CUL1 inh 3.
`COc1ccc(NC(=O)c2c(C)coc2C)cc1` gave RBX1-CUL1 inh -7.
For COc1ccc(-c2nc3ccccc3o2)cc1NC(=O)COc1ccc(C(C)(C)C)cc1 the results were RBX1-CUL1 inh -7.
Fc1cccc(Cl)c1COc1ccc(-c2cnc3ccccc3n2)cc1 was read as RBX1-CUL1 inh -4.
Screening CCCCNC(=O)CCc1c(C)nc2cc(-c3ccccc3)nn2c1C returned RBX1-CUL1 inh 4.
`CCOC(=O)CC1COCCN1C(=O)c1ccc(-n2cc(NC(=O)c3ccc(C)cc3C)cn2)cc1` (configuration not stated) gave RBX1-CUL1 inh 2.
`CCOC(=O)c1ccc(N2C(=O)c3n[nH]c(-c4cccs4)c3C2c2ccc(C)cc2)cc1` (configuration not stated) gave RBX1-CUL1 inh -8.
Screening Cc1ccc(-c2cc(C(=O)N3N=C(C(F)F)CC3(O)C(F)F)c3ccccc3n2)cc1 (configuration not stated) returned RBX1-CUL1 inh -8.
Screening O=C(O)C1C2C=CC(C3CC23)C1C(=O)Nc1ccccc1Cl (configuration not stated) returned RBX1-CUL1 inh 5.
`CCOC(=O)c1c(NC(=O)CN2CCn3c4c(c5cc(C6CCCCC6)ccc53)CCCC42)sc2c1CCCC2=O` (configuration not stated) gave RBX1-CUL1 inh -2.
For COc1ccc(-c2c3c(nc4sc(C(=O)c5ccccc5)c(-n5cccc5)c24)C(=O)c2ccccc2-3)cc1 the results were RBX1-CUL1 inh 2.
Screening COc1cccc(-c2ccc3c(N)c(C(=O)Nc4ccc(Br)cc4C)sc3n2)c1 returned RBX1-CUL1 inh 2.
Screening Cc1cc(C)n(CN2CCCC2=O)n1 returned RBX1-CUL1 inh -5.
For COc1ccc(-c2c3c(=O)n(C)c(=O)n(C)c3c3n2-c2ccccc2NC3c2ccccc2OC)cc1 (configuration not stated) the results were RBX1-CUL1 inh -11.
Screening Cc1[nH]c2c(C(=O)N3CCOc4ccc(CN5CCN(c6ccccn6)CC5)cc4C3)cccc2c1C returned RBX1-CUL1 inh 10.
CCSCCOC(=O)C1C(C)=NC2=C(C(=O)CCC2)C1c1ccc(OC)c(O)c1 (configuration not stated) was read as RBX1-CUL1 inh 3.
Screening Cc1cc2nc(N3CCC(C(=O)NCCOC(C)C)CC3)nc(C)c2cc1C returned RBX1-CUL1 inh -12.
For COc1ccccc1CN1CC(C(=O)O)CC1=O (configuration not stated) the results were RBX1-CUL1 inh -2.
Screening COc1ccc(CCNC(=O)Cc2cc(OCc3ccccc3)c(OC)cc2Br)cc1OC returned RBX1-CUL1 inh 9.
Screening COc1ccccc1-c1c(C(F)(F)F)oc2cc(OC(C)C(=O)OC(C)C)ccc2c1=O (configuration not stated) returned RBX1-CUL1 inh 5.
`CC(C)NC(=O)N1CCCC(Cn2cc(-c3ccc(F)cc3)nn2)C1` (configuration not stated) gave RBX1-CUL1 inh 6.
For CCOc1ccc(CNC(=O)CCCn2c(=O)c3cccn3c3ccc(F)cc32)cc1 the results were RBX1-CUL1 inh 3.
Screening Cc1ccc(S(=O)(=O)N2CCN(C(=O)c3c(F)cccc3F)CC2)cc1 returned RBX1-CUL1 inh 4.
For Cc1ccc(Cl)cc1N1CCN(CCCNc2ncnc3onc(-c4ccc(Cl)cc4)c23)CC1 the results were RBX1-CUL1 inh -9.
CC(C)(C)c1ccc(C(=O)Nc2ccc(-c3nc4cc(Cl)ccc4o3)cc2)cc1 was read as RBX1-CUL1 inh -10.
`CCn1c(=O)n(CC)c2cc(N3CCCCC3)c(NC(=O)Nc3ccccc3C(F)(F)F)cc21` gave RBX1-CUL1 inh 5.
For COc1cccc(CNC(=O)Cn2c(=O)c3cccn3c3ccc(F)cc32)c1OC the results were RBX1-CUL1 inh 1.
Screening CN1CCN(c2nc(-c3cccc4ccccc34)cc(=O)[nH]2)CC1 returned RBX1-CUL1 inh -3.
`COc1ccc(C(=O)Nc2nc(-c3ccc(S(=O)(=O)N4CCCCCC4)cc3)cs2)cc1` gave RBX1-CUL1 inh 9.
`COc1ccc(CNC(=O)c2cc(C3CC3)nc3c2c(C)nn3-c2cccc(Cl)c2C)cc1` gave RBX1-CUL1 inh -1.
Screening O=C(O)c1csc(Br)c1Br returned RBX1-CUL1 inh 2.
COc1ccc2nc(SCC(=O)Nc3ccc(OC(F)(F)Cl)cc3)[nH]c2c1 was read as RBX1-CUL1 inh 3.
For CCC(C)c1ccc(O)c(NC(=S)NC(=O)CC(C)C)c1 (configuration not stated) the results were RBX1-CUL1 inh 6.
For COCCN(CC1CCN(Cc2ccccc2F)CC1)C(=O)C1(C(N)=O)CC1 the results were RBX1-CUL1 inh 6.
For CC(C)N1C(=O)C(C=Nc2cccc(Cl)c2Cl)C(=O)N(CCc2ccccc2)C1=O (configuration not stated) the results were RBX1-CUL1 inh 2.
For COc1ccccc1NC(=O)CC(O)(C(F)(F)F)C(F)(F)F the results were RBX1-CUL1 inh 6.
Screening c1ccc(CNc2nc3c(-c4ccccc4)nnn3c3ccccc23)cc1 returned RBX1-CUL1 inh 0.
COc1cc(NS(=O)(=O)c2ccc(NC(=O)c3ccc(Br)o3)cc2)nc(OC)n1 was read as RBX1-CUL1 inh -2.
`COc1cc(OC)c(C2c3c(n[nH]c3C)OC(=N)C2C#N)c(OC)c1` (configuration not stated) gave RBX1-CUL1 inh -4.

Some of these compounds in order of molecular weight, largest number first:
COc1cc(NS(=O)(=O)c2ccc(NC(=O)c3ccc(Br)o3)cc2)nc(OC)n1 was read as RBX1-CUL1 inh -2.
Screening COc1cccc(-c2ccc3c(N)c(C(=O)Nc4ccc(Br)cc4C)sc3n2)c1 returned RBX1-CUL1 inh 2.
COc1ccc2nc(SCC(=O)Nc3ccc(OC(F)(F)Cl)cc3)[nH]c2c1 was read as RBX1-CUL1 inh 3.
CC(C)(C)c1ccc(C(=O)Nc2ccc(-c3nc4cc(Cl)ccc4o3)cc2)cc1 was read as RBX1-CUL1 inh -10.
For COc1ccccc1NC(=O)CC(O)(C(F)(F)F)C(F)(F)F the results were RBX1-CUL1 inh 6.
`COc1ccc(NC(=O)c2c(C)coc2C)cc1` gave RBX1-CUL1 inh -7.
`CSc1ccc(CNc2ccccc2)cc1` gave RBX1-CUL1 inh 3.

Additional compounds follow.
For O=C(NC1CCN(Cc2ccccc2)CC1)C1CC1 the results were RBX1-CUL1 inh -1.
`CC(=O)Nc1ccc(N2CC(C(=O)N3CC(C)OC(C)C3)CC2=O)cc1` (configuration not stated) gave RBX1-CUL1 inh 6.
`CCOC(=O)c1c(NC(=O)c2cc(OC)c(OC)c(OC)c2)sc(C(=O)Nc2cccc(C(F)(F)F)c2)c1C` gave RBX1-CUL1 inh -9.
`CSc1nnc(NC(=O)COc2cc(Cl)c(Cl)cc2Cl)s1` gave RBX1-CUL1 inh 2.
`Cc1ccc(-c2noc(CNc3ccccc3)n2)cc1` gave RBX1-CUL1 inh 4.
O=C(CSc1nccn1-c1ccc(F)cc1)Nc1nc2ccccc2s1 was read as RBX1-CUL1 inh -5.
Screening N#C/C(=C\c1ccoc1)C(=O)Nc1ccc(Cl)cc1 returned RBX1-CUL1 inh 3.
Screening CC(C)N(C(=O)CCCOc1ccc(Cl)cc1Cl)C(C)C returned RBX1-CUL1 inh 4.
Screening Cc1ccnc(NC(=O)C2CCCC2)c1 returned RBX1-CUL1 inh 9.
CCOC(=O)c1c(-c2ccc(OC)c(OC)c2)csc1NC(=O)c1ccccc1F was read as RBX1-CUL1 inh 8.
COc1cc2nc(NC(=O)c3ccc(S(=O)(=O)N4CCc5ccccc54)cc3)sc2cc1OC was read as RBX1-CUL1 inh 0.
`Cc1ccc(Cl)cc1Nc1nn2c(=O)c3ccc(C(=O)NC4CCC(C)CC4)cc3nc2s1` (configuration not stated) gave RBX1-CUL1 inh -1.
Screening CCOc1ccc(C(=O)Nc2ccc(NC(=O)c3ccccc3)cc2)cc1Br returned RBX1-CUL1 inh 5.
N#Cc1sc2nc3c(cc2c1N)CCCC3 was read as RBX1-CUL1 inh 11.
O=C(Nc1ccc(C(F)(F)F)cc1)C1CCN(Cc2ccccc2F)CC1 was read as RBX1-CUL1 inh 0.
Screening COCCC(=O)NC1CC(=O)N(Cc2ccccc2C(F)(F)F)C1 (configuration not stated) returned RBX1-CUL1 inh -7.
`Cc1sc2nc(SCC(=O)N3CCCC3)[nH]c(=O)c2c1C` gave RBX1-CUL1 inh 14.
Cc1nc(-n2cnc3ccccc32)c2c3c(sc2n1)CCC3 was read as RBX1-CUL1 inh -3.
For O=C(NC1(C(Cl)(Cl)Cl)Oc2cc(Cl)c(Cl)cc2O1)Sc1ccccc1 the results were RBX1-CUL1 inh 49*.
For CCCCOC(=O)c1ccc(-n2nnc3c(sc4nc(C)cc(C)c43)c2=O)cc1 the results were RBX1-CUL1 inh -4.

Taken from the listing for reference:
`Cc1sc2nc(SCC(=O)N3CCCC3)[nH]c(=O)c2c1C` gave RBX1-CUL1 inh 14.
Cc1nc(-n2cnc3ccccc32)c2c3c(sc2n1)CCC3 was read as RBX1-CUL1 inh -3.
For O=C(NC1(C(Cl)(Cl)Cl)Oc2cc(Cl)c(Cl)cc2O1)Sc1ccccc1 the results were RBX1-CUL1 inh 49*.
For CCCCOC(=O)c1ccc(-n2nnc3c(sc4nc(C)cc(C)c43)c2=O)cc1 the results were RBX1-CUL1 inh -4.

(cont.)
`CCC(=O)N1CCc2cc(Br)cc(S(=O)(=O)N3CCN(c4ccc(C)cc4)C(C)C3)c21` (configuration not stated) gave RBX1-CUL1 inh -3.
Screening CCc1ccc(Nc2cc(C)nc3nc(Cc4ccc(Cl)cc4)nn23)cc1 returned RBX1-CUL1 inh -5.
CSC1=NC(=O)C(C(c2ccccc2F)C2C(=O)N=C(SC)NC2=O)C(=O)N1 (configuration not stated) was read as RBX1-CUL1 inh -5.
For Cc1ccc(-c2nn(CC(=O)Nc3ccc(OC(F)(F)Cl)cc3)c(=O)c3ccccc23)cc1 the results were RBX1-CUL1 inh 6.
For Cc1cc(C)nc(SCC(=O)N/N=C/c2cc(C)n(-c3ccc(Cl)cc3)c2C)n1 the results were RBX1-CUL1 inh 2.
For CCOCCc1nn2c(=O)cc(COC(=O)c3ccccc3Br)nc2s1 the results were RBX1-CUL1 inh 12.
`COc1ccc(C2CC(=O)N3CN(C4CCCCC4)CSC3=C2C#N)cc1` (configuration not stated) gave RBX1-CUL1 inh -1.
For O=C(CCN1CCCCO1)N1CCC(CCC(=O)N2CCc3ccccc3C2)CC1 the results were RBX1-CUL1 inh -12.
CCCN1N=C(C(C)(C)C)Cn2c1nc1c2c(=O)n(C)c(=O)n1C was read as RBX1-CUL1 inh -4.
`CC[C@H](C)[C@H](NC(=O)c1cc(COc2ccc(F)c(F)c2)on1)C(=O)OC` gave RBX1-CUL1 inh 18.
For NC(=O)c1sc2nc(-c3ccc(Cl)c(Cl)c3)cc(C(F)(F)F)c2c1N the results were RBX1-CUL1 inh 4.
`N#CC1C(=N)Oc2ccc3ccc(O)cc3c2C1c1ccccc1` (configuration not stated) gave RBX1-CUL1 inh -3.
For CCCCNC(=O)CSc1nc2n[nH]c(C)c2c(=N)n1-c1cccc(C)c1 the results were RBX1-CUL1 inh -4.
Cc1ccc(-c2nc3c(cnn3-c3ccccc3)c(=O)n2-c2cccc(Cl)c2)cc1 was read as RBX1-CUL1 inh 9.
Screening COc1ccc(CNC(=O)C2CCCCN2S(=O)(=O)c2ccc(F)cc2)cc1 (configuration not stated) returned RBX1-CUL1 inh -1.
Screening CCCOc1cccc(C(=O)Nc2ccc3nn(-c4ccc(N(C)C)cc4)nc3c2)c1 returned RBX1-CUL1 inh -1.
`O=C(CSc1nc(-c2cccs2)nc2cc(=O)[nH]n12)Nc1ccccc1F` gave RBX1-CUL1 inh 14.
`O=c1cc(C2CCNCC2)nc(Cc2cccs2)[nH]1` gave RBX1-CUL1 inh 3.
For O=C(COc1ccc(Cl)cc1)Nc1ccccc1F the results were RBX1-CUL1 inh 4.
Screening CC(C)=C1C2C=CC1C1C(=O)N(c3ccc(C)c(Br)c3)C(=O)C21 (configuration not stated) returned RBX1-CUL1 inh 11.
Cc1nc(=O)c(-c2ccccc2)c(C)n1CCCCCC(=O)O was read as RBX1-CUL1 inh 7.
For O=C(Nc1cc(F)cc(F)c1)c1cnn(-c2ccccc2)c1-c1ccccc1 the results were RBX1-CUL1 inh -1.
Screening COc1ccc(CNC(=O)C2CCN(S(=O)(=O)Cc3ccccc3)CC2)cc1 returned RBX1-CUL1 inh 3.
For CCC(=O)Nc1cccc2c1C(=O)N(C)C2=O the results were RBX1-CUL1 inh -7.
C=CCOc1cc2oc(=O)cc(C)c2cc1Cl was read as RBX1-CUL1 inh 1.
CCc1cc2c(=O)[nH]c(COC)nc2s1 was read as RBX1-CUL1 inh 8.
For CCc1ccc(NC(=O)Cn2c(=O)n(CCC(=O)NCCc3ccc(OC)c(OC)c3)c(=O)c3ccccc32)cc1 the results were RBX1-CUL1 inh 6.
O=C1C2CC=C(Cl)CC2C(=O)N1CNc1cc(Cl)ccc1Cl (configuration not stated) was read as RBX1-CUL1 inh -4.
For CC1=CC(=O)C(/C(C)=N/NC(=O)c2cccc(Br)c2)C(=O)O1 (configuration not stated) the results were RBX1-CUL1 inh 6.
`COc1ccc(N2CC(=O)N(c3ccc(OC)cc3)CC2=O)cc1` gave RBX1-CUL1 inh -5.
`CCc1ccccc1NC(=O)c1sc2nc(C)cc(COC)c2c1N` gave RBX1-CUL1 inh -3.
O=C(NC1CC1)C1CCCN(C2CCN(Cc3ccccc3F)CC2)C1 (configuration not stated) was read as RBX1-CUL1 inh 3.
For CC(O)Cc1cn(CC2CCN(C(=O)NCc3ccco3)CC2)nn1 (configuration not stated) the results were RBX1-CUL1 inh 2.

Structural class: the entries above containing a tert-butyl group.
For COc1ccc(-c2nc3ccccc3o2)cc1NC(=O)COc1ccc(C(C)(C)C)cc1 the results were RBX1-CUL1 inh -7.
CC(C)(C)c1ccc(C(=O)Nc2ccc(-c3nc4cc(Cl)ccc4o3)cc2)cc1 was read as RBX1-CUL1 inh -10.
CCCN1N=C(C(C)(C)C)Cn2c1nc1c2c(=O)n(C)c(=O)n1C was read as RBX1-CUL1 inh -4.

An excerpt, so the mix of outcomes need not match the whole.
